Screening results (PubChem)
RNase H inhibition: RNase H inhibition, HIV 1 Gag Pol polyprotein, FRET biochemical assay, screening (AID 372); HIV-1 RT RNase H, FRET RNA/DNA substrate fluorescence; higher % means a stronger effect; actives 0.77% (n = 100,000); one-dose inhibition, % at 10 µM; IC50 in µM for titrated hits; in the data active = inhibition above about 50%
Active calls of the source: *.

SMILES	RNase H inhibition
O=C(Nc1cc(C(F)(F)F)ccc1Cl)c1sc2cc(Cl)ccc2c1Cl	7%
Cc1cccc(/C=N/N2CCN(c3ccccc3)CC2)c1	23%
COc1ccc(C=C2C(=O)c3ccccc3C2=O)c(O)c1	5%
CC(C)C1S/C(=N/N=C/c2ccc(O)cc2)NC1=O (stereo unspecified)	1%
CN(C)/C=C1\N=C(C(c2ccccc2)c2ccccc2)OC1=O	10%
O=C1CS/C(=N\N=C\c2ccc([N+](=O)[O-])cc2)N1c1ccc(O)cc1	27%
O=C1c2cccc3cccc(c23)C(=O)N1c1ccc(Cl)cc1	8%
CCCCSc1nnc2c(n1)OC(/C=C/c1ccccc1)Nc1ccccc1-2 (stereo unspecified)	6%
CC(=O)COc1ccc2c3c(c(=O)oc2c1)CCC3	11%
CC(C)N1C(=O)C(Cc2nc3ccccc3c(=O)n2-c2ccccc2)c2ccccc21 (stereo unspecified)	28%
O=C(NNc1nc(-c2ccccc2)c2cc(Cl)ccc2n1)c1ccc(Cl)cc1Cl	12%
NS(=O)(=O)c1ccc(NC(=O)c2cncc(Br)c2)cc1	14%
COc1ccccc1/C=N/c1nc(-c2ccccc2)c(C)s1	21%
O=C(Oc1cccc2cccnc12)c1ccccc1Cl	5%
O=C(Nc1ccccc1)c1ccc(Cl)c(Cl)c1	19%

Shown in CSV form: part of the list above.
molecule,RNase H inhibition
CC(=O)COc1ccc2c3c(c(=O)oc2c1)CCC3,11%
O=C(Nc1cc(C(F)(F)F)ccc1Cl)c1sc2cc(Cl)ccc2c1Cl,7%
CCCCSc1nnc2c(n1)OC(/C=C/c1ccccc1)Nc1ccccc1-2 (stereo unspecified),6%
O=C(Nc1ccccc1)c1ccc(Cl)c(Cl)c1,19%
O=C(Oc1cccc2cccnc12)c1ccccc1Cl,5%

The main list resumes with the 6 entries that preceded the break.
SMILES	RNase H inhibition
CC(C)N1C(=O)C(Cc2nc3ccccc3c(=O)n2-c2ccccc2)c2ccccc21 (stereo unspecified)	28%
O=C(NNc1nc(-c2ccccc2)c2cc(Cl)ccc2n1)c1ccc(Cl)cc1Cl	12%
NS(=O)(=O)c1ccc(NC(=O)c2cncc(Br)c2)cc1	14%
COc1ccccc1/C=N/c1nc(-c2ccccc2)c(C)s1	21%
O=C(Oc1cccc2cccnc12)c1ccccc1Cl	5%
O=C(Nc1ccccc1)c1ccc(Cl)c(Cl)c1	19%
COc1ccc(NC(=O)C(=O)N/N=C/c2ccc(OC)cc2OC)cc1	10%
COC(=O)/C(CC(=O)c1ccc(N(C)C)cc1)=N/NC(=O)c1ccccc1	4%
CC1CN(c2ccc([N+](=O)[O-])cc2)CCN1C(=O)c1ccc(F)cc1 (stereo unspecified)	0%
O=C(Nc1cccc(-c2nc3ccccc3s2)c1)c1cc2ccccc2o1	0%
CN=C(NOCc1ccc(Cl)cc1Cl)c1nonc1N	23%
Cc1ccc(Nc2c(Cc3ccccc3)c(C)c(C#N)c3nc4ccccc4n23)cc1C	27%
COCC(C)NC(=O)c1ccc(OC)cc1 (stereo unspecified)	11%
COc1ccccc1NC(=O)c1c(Cl)cccc1Cl	7%
O=S(=O)(Cc1ccccc1)NCCOc1ccccc1Cl	12%
CC(C)CC(=O)NS(=O)(=O)c1ccc(NC(=O)c2ccccc2)cc1	20%
CCCC(=O)NC(NC(=S)Nc1cccc([N+](=O)[O-])c1)C(Cl)(Cl)Cl (stereo unspecified)	7%
CCC12c3ccccc3C(c3ccccc31)C1C(=O)N(c3ccc(Br)cc3[N+](=O)[O-])C(=O)C12 (stereo unspecified)	8%
COc1ccc2ccccc2c1C1NC(=S)NC(C)=C1C(=O)Nc1cccc(Cl)c1 (stereo unspecified)	7%
Cc1ccc(C(=O)COc2ccc3c(C)cc(=O)oc3c2)cc1	8%
O=C1NC(=S)S/C1=C/c1cccn1-c1ccc(Cl)cc1	5%
COc1ccc(CN2CCN(Cc3cc(OC)c(OC)cc3[N+](=O)[O-])CC2)cc1OC	5%
O=C(O)c1cccc(S(=O)(=O)N2CCOCC2)c1	0%
Cc1ccc(OS(=O)(=O)c2ccc(Cl)cc2)c(-n2nc3ccccc3n2)c1	23%
COc1cc(/C=C2/C(=O)NN(c3ccc(C)cc3)C2=O)c([N+](=O)[O-])cc1OC	18%
COc1ccc(/C=C(\C#N)c2nc(-c3ccc(OC)c(OC)c3)cs2)c(OC)c1	5%
C=CCNCc1cccn1-c1sc2c(c1C#N)CCCC2	1%
O=C(O)CCCCCN1C(=O)C(=O)/C(=C(/O)c2ccc(Cl)cc2)C1c1ccc2c(c1)OCO2 (stereo unspecified)	0%
O=c1oc2ccccc2cc1-c1csc(N/N=C/c2ccco2)n1	12%
N#C/C(=C\Nc1ccc(Cl)cc1)C(N)=O	0%
CCOc1cccc(C=Nn2c(-c3ccc(C(C)(C)C)cc3)n[nH]c2=S)c1O	22%
Cc1cccc(OCCCN2CCOCC2)c1	12%
N#Cc1c(NC(=O)/C=C/c2ccccc2)sc2c1CCCC2	7%
Cc1ccnc(Nc2nc(-c3cccnc3)cs2)c1	0%
COc1cc(C=C2C(=O)NC(=O)NC2=O)cc(Br)c1OCc1ccc(C)cc1	22%
COc1ccc(OC)c(C2=C/C(=C\c3c(OC)ccc4ccccc34)C(=O)O2)c1	13%
Cc1ccc2nc(/C(C#N)=C/c3ccc(Cl)cc3)[nH]c2c1	14%
CC(C)Oc1ccc(C2CC(=O)N(C)C2=O)cc1 (stereo unspecified)	8%
Cc1ccc(S(=O)(=O)NCCNS(C)(=O)=O)cc1[N+](=O)[O-]	6%
CC(C)NC(=O)c1cnn2c(C(F)(F)F)cc(-c3ccc(F)cc3)nc12	3%
CCOC(=O)C1=C(C)N=c2s/c(=C\c3ccc(OC)c(O)c3)c(=O)n2C1c1ccc2c(c1)OCO2 (stereo unspecified)	0%
O=C1C2C(c3ccc(Br)cc3)OC3(C(=O)c4ccccc4C3=O)C2C(=O)N1c1cccc([N+](=O)[O-])c1 (stereo unspecified)	14%
COc1cccc(/C=C2/C(=O)NN(c3ccc(Br)cc3)C2=O)c1	10%
CCN(CC)c1ccc(/C=C2/C(=O)NC(=O)N(c3cccc(OC)c3)C2=O)cc1	20%
CC1=C(C(=O)OCCc2ccccc2)C(c2cccc([N+](=O)[O-])c2)NC(=O)N1 (stereo unspecified)	14%
O=Cc1cccc(OCc2ccccc2Cl)c1	24%
O=C(O)/C(=N\O)c1cn2ccccc2n1	10%
CCCCNCCOCCOc1ccc(C)c(C)c1	10%
COc1ccc(/C(C)=N/OCC(=O)Nc2cccc(C(F)(F)F)c2)cc1OC	12%
COc1ccc(NCCCC(=O)N/N=C/c2cccc([N+](=O)[O-])c2)cc1	15%
CCOC(=O)C1=C(C)N=c2s/c(=C\c3cc(Cl)ccc3O)c(=O)n2C1c1ccccc1 (stereo unspecified)	0%
O=C(O)c1ccc(C(=O)c2c3c(=O)n(-c4ccccc4C(=O)O)c(=O)c3cc3c(=O)n(-c4ccccc4C(=O)O)c(=O)c23)cc1	10%
COc1ccc(N(CC(=O)Nc2ccc(C(C)C)cc2)S(=O)(=O)c2ccc(C)cc2)c(OC)c1	6%
CN(C)c1ccc(-n2nc3ccc4ccccc4c3n2)cc1	13%
CCOc1ccc(S(=O)(=O)Oc2ccc(OCc3ccccc3)cc2)cc1	18%
O=C(CN1CCCCCC1)N/N=C/c1ccc2ccccc2c1	0%
Cc1onc(-c2ccccc2)c1C(=O)Nc1ccc2c(c1)OCO2	4%
CC(C)(C)NC(=O)C1(C)CC2c3ccccc3C1c1ccccc12 (stereo unspecified)	4%
Cc1ccc(C2=[N+]([O-])C3(CCCCC/C3=N\NC(N)=S)N(O)C2(C)C)o1 (stereo unspecified)	1%
COc1ccc(C2c3cc(OC)c(OC)cc3CC(=O)N2c2ccc(OC)cc2)cc1 (stereo unspecified)	6%
Oc1c(I)cc(I)cc1C=Nc1ccc(I)cc1	25%
Cc1ccccc1/C=C1\SC(=S)N(C(C(=O)O)C(C)C)C1=O (stereo unspecified)	0%
O=C(c1ccc2c(c1)OCCO2)C1CCCCC1	4%
CCOC(=O)/C(C#N)=C/c1cc(C)n(-c2ccc(C(=O)OCC)cc2)c1C	0%
CCOC(=O)CNc1ccc(Cl)cc1C	0%
Cc1ccccc1OCC(=O)NNC(=O)C(F)(F)F	2%
The list goes on:
SMILES	RNase H inhibition
CCCNC(=O)C(Sc1ccccc1)c1ccccc1 (stereo unspecified)	8%
COc1ccc(OC)c(N(CC(=O)N2CCCC2)S(C)(=O)=O)c1	8%
COc1ccccc1OCCOc1cccc(/C=C2/SC(=S)N(C)C2=O)c1	16%
CCOc1cccc(OCCOCCOc2ccc(Cl)c(C)c2)c1	16%
CCCCCC(=O)NNC(=O)c1ccc(-c2ccccc2)cc1	5%
O=C(CCCN1C(=O)/C(=C/c2ccccc2Cl)SC1=S)Nc1ccccc1O	8%
CCc1nc2ccccc2n1CC(C)C	21%
COc1ccc(S(=O)(=O)N2CCOCC2)cc1Br	6%
CCOc1ccc(C(=O)COC(=O)c2ccccc2[N+](=O)[O-])cc1	4%
COc1cccc2cc(-c3csc(Nc4ccccc4Br)n3)c(=O)oc12	12%
COC(=O)c1cc(NC(=O)c2ccc(OC)c(Br)c2)cc(C(=O)OC)c1	1%
Cc1ccc(OCC(=O)O/N=C(\N)c2ccncc2)c(Br)c1	7%
COc1ccc(S(=O)(=O)N2CCN(C(=O)c3ccc([N+](=O)[O-])cc3)CC2)cc1	2%
O=C(/C=C/c1ccc(Cl)cc1)Nc1ccc(-c2nc3ccccc3o2)c(O)c1	20%
CCOC(=O)c1cnc2cc(-c3ccccc3Cl)[nH]n2c1=O	0%
CCOC(=O)C1=C(CC)OC(N)=C(C#N)C1c1cccc(Br)c1 (stereo unspecified)	0%
Cc1ccc([N+](=O)[O-])cc1-c1[nH]c(-c2ccc(C#N)cc2)nc1-c1ccccc1	57%*
CCOC(=O)c1c(NC(=O)c2cccnc2)sc2c1CCCC2	11%
O=C(N/N=C/c1ccc(Cl)c(Cl)c1)c1ccccc1	10%
CCCC(=O)Nc1ccc(I)cc1Cl	9%
Fc1ccc(C2=NCCn3cccc32)cc1	0%
COc1ccc(C2C(C(C)=O)=C(O)C(=O)N2CCC(=O)O)cc1OC (stereo unspecified)	2%
Cc1ccc(S(=O)(=O)Nc2nc(O)c(C3=c4cc([N+](=O)[O-])ccc4=NC3=O)s2)cc1	26%
Oc1c(/C=N/c2nc3ccc(Br)cc3s2)cc(Br)c2ccccc12	0%
O=C(Nc1ccc(N2CCOCC2)cc1)C1(S(=O)(=O)c2ccccc2)CC1	0%
O=C(O)CCCCC(=O)Nc1nc2ccccc2s1	5%
O=C(Nc1ccc(Cc2ccncc2)cc1)C(c1ccccc1)c1ccccc1	16%
CCCCN1C(=O)/C(=C\c2ccc3c(c2)OCO3)SC1=S	16%
CCOCCOC(=O)C1=C(C)NC2=C(C(=O)CC(c3ccccc3)C2)C1c1ccc(CC)cc1 (stereo unspecified)	16%
O=C(N/N=C/c1cc(O)ccc1[N+](=O)[O-])c1cccc(F)c1	4%
O=[N+]([O-])c1ccc(Oc2ccccc2Br)cc1	15%
O=C(Nc1ccc(Oc2ccc(Cl)cc2)cc1)c1ccc([N+](=O)[O-])cc1	6%
COc1cc(/C=C2\SC(NC(C)=O)=NC2=O)cc(Br)c1OC	8%
CC(NC(=O)C(=O)NCCO)c1ccccc1 (stereo unspecified)	11%
Cc1ccc(N2C(=O)/C(=C/c3sccc3C)SC2=S)cc1	12%
C=CCn1c(NC(=O)c2ccc(C)cc2)nc2ccccc21	5%
CC1=C(C(=O)Nc2cc(Cl)ccc2C)C(c2ccc(F)cc2)NC(=O)N1 (stereo unspecified)	0%
CCc1ccc(S(=O)(=O)Nc2ccc(C)cn2)cc1	6%
CC(=O)NC(c1ccc(C)cc1)c1c(O)ccc2ccccc12 (stereo unspecified)	11%
O=C1/C(=N\O)CC(OC(=O)c2ccccc2)C/C1=N/O (stereo unspecified)	16%
Cc1ccc(S(=O)(=O)Oc2ccc(Cl)c3cccnc23)c(C)c1	49%
O=C(c1ccccc1)c1ccc(N2CCN(C(=O)c3ccc(F)cc3)CC2)c(F)c1	13%
COc1ccc(C2NC(=O)NC(C)=C2C(=O)OCC(C)C)cc1Br (stereo unspecified)	18%
COc1ccccc1OCCCCOc1c(Cl)cc(Cl)cc1Cl	10%
COc1ccc(C2CC(c3nc4ccccc4s3)=Nc3ccccc3S2)cc1 (stereo unspecified)	0%

Single entries from the entries so far.
`Cc1ccc(N2C(=O)/C(=C/c3sccc3C)SC2=S)cc1` in RNase H inhibition shows 12%
`CC(NC(=O)C(=O)NCCO)c1ccccc1` (stereo unspecified) in RNase H inhibition shows 11%

New compounds follow:
SMILES	RNase H inhibition
Cc1cc(-c2ccccc2[N+](=O)[O-])nc2ccc3ccccc3c12	0%
Cc1cccc(N2CCN(C(=O)c3cccnc3)CC2)c1C	11%
Cc1cccc(NC(=O)/C(C#N)=C\c2ccc(C)c([N+](=O)[O-])c2)c1	10%
O=C(COc1ccc(Br)cc1)Nc1ccc(I)cc1	6%
Cc1ccc(NC(=O)c2ccc(C3SCC(=O)N3Cc3ccccc3)cc2)c(C)c1 (stereo unspecified)	0%
CCCN1C(=O)c2ccccc2NC1c1ccc(OC)c(COc2ccc([N+](=O)[O-])cc2)c1 (stereo unspecified)	13%
Cc1cc(OCC(=O)Nc2ccc(Br)cc2F)cc(C)c1Cl	9%
O=C(NC(=S)Nc1ccc2ccccc2c1)c1ccccc1Br	15%
CC1=C(C(=O)OCC2CCCCC2)C(c2ccc(F)cc2)NC(=O)N1 (stereo unspecified)	32%
CCOCCOC(=O)C1=C(C)NC2=C(C(=O)CCC2)C1c1ccc(CC)cc1 (stereo unspecified)	12%
CN(C)CCNC(=O)c1ccc(Br)cc1	1%
CC(C)c1nnc(NC(=O)CSc2nnc3c(n2)[nH]c2ccccc23)s1	3%
COc1cc(OC)c(NC(=O)CC(C)=O)cc1Cl	0%
COC(=O)c1c(C)oc2ccc(OC(=O)c3ccc(Cl)cc3)cc12	12%

A portion of the library; rates above refer to the full screens.
